TbPYK inhibitor = T. brucei pyruvate kinase inhibition; TbPYK enzyme, Kinase-Glo Plus ATP luminescence, 45 min; Q57TT1; Potency, µM (top dose mostly 76.8 µM), for inactives: top-dose activity, negative = inhibition, hits mostly inhibitors; actives 0.12% (n = 410,000); further: potency means the concentration at half of the fitted maximal effect; on the % scale 0 is the no-effect control and ±100 the full control effect; nearly all actives have a fitted effect of over 50% in size
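Assay buffer: 50 mM TEA pH 7.2, 100 mM KCl, 10 mM MgCl2, 0.05% BSA, 0.01% Tween-20. Pyruvate kinase from T. brucei plus substrate met compound, then ADP (130 uM final). Luminescence was read post 45 min RT.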
Pf growth 96h = P. falciparum growth inhibition at 96 hours; actives 6.9% (n = 320,000); Potency, µM (doses to about 28.7 µM), inactives show top-dose activity change, negative = inhibition, actives largely listed as inhibitors; P. falciparum luciferase reporter growth, 96 h; further: potency means the concentration at half of the fitted maximal effect; on the % scale 0 is the no-effect control and ±100 the full control effect
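Delayed-death screen, second-generation endpoint: infected erythrocytes, 2% hematocrit, 0.05% parasitemia final; 96 hours at 37 C, 5% CO2; luciferase detection reagent; luminescence decrease equals reduced growth.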
Pf growth 48h = inhibits P. falciparum growth in the first generation, 48 h | AID 504832 | P. falciparum luciferase growth in erythrocytes, 48 h | Potency, µM (titrated, usually from 28.7 µM), for inactives: top-dose activity change, negative = inhibition, most hits filed as inhibitors | actives 5.9% (n = 310,000); further: potency means the concentration at half of the fitted maximal effect; on the % scale 0 is the no-effect control and ±100 the full control effect
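Here the parasites carry a stable luciferase gene and grow inside erythrocytes in Albumax-based RPMI medium with compound for one erythrocytic cycle. Activity is scored as loss of luminescent signal.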
Shiga inhibitor = inhibitors of Shiga toxin in Vero cells; Vero cells, Shiga toxin protein synthesis inhibition reporter; inhibition, % at 38.7 µM; actives 9.2% (n = 290,000); AID 2315; in the data active means inhibition mostly above about 28%, no sharp cut-off; inactive means mostly below about 43%; further: 0% is about no effect
HCV inh = inhibitors of hepatitis C virus infection; actives 3.4% (n = 340,000); Potency, µM (series often up to 41.8 µM), without a hit: top-dose activity change, negative = inhibition, hits mostly inhibitors; Huh7.5.1 HCVcc-Cre infection, luciferase reporter, 44 h; further: potency means the concentration at half of the fitted maximal effect; on the % scale 0 is the no-effect control and ±100 the full control effect
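Compounds are dispensed onto cells plated 4 h earlier at 1,000 per well, with HCVcc-Cre virus (about 0.5 moi) added next. Following 44 h of culture, luminescent signal is measured for 15 sec after 15 min with substrate at room temperature.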
Cycloheximide cs = counter-screen hit for Shiga toxin inhibitors, cycloheximide; cell reporter, cycloheximide protein synthesis inhibition counterscreen; max response, %; actives 12% (n = 300,000); AID 2314; in the data active means max response mostly above about 13%, no sharp cut-off; inactive means mostly below about 14%; further: read at 38.3 µM for the half of the compounds with a filed dose; 0% is about no effect
LmPK inh = inhibitors of Leishmania mexicana pyruvate kinase | Q27686 | purified LmPK, Kinase-Glo ATP luminescence, 1 h | Potency, µM (titrated, usually from 57.5 µM), inactives show at the top dose activity change, negative = inhibition, actives largely listed as inhibitors | actives 0.37% (n = 290,000) | AID 1721; further: potency means the concentration at half of the fitted maximal effect; on the % scale 0 is the no-effect control and ±100 the full control effect
Target sequence (Q27686 whole entry, looked up): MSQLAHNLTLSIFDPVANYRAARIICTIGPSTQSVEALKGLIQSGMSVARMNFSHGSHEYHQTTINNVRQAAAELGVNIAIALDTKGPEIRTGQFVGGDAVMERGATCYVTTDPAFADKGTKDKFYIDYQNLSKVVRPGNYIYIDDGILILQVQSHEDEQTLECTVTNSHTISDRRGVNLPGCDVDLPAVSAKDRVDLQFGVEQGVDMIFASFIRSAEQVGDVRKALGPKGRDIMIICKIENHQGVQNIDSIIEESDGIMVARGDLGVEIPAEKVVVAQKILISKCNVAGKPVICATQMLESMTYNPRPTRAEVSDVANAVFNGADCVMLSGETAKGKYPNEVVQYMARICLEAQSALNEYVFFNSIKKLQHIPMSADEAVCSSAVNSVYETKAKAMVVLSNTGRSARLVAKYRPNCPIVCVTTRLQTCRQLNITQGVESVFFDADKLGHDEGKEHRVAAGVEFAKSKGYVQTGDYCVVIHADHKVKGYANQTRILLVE
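Kinase-Glo luminescence read after 1 h RT reaction of 0.1 nM LmPK with 0.5 mM PEP and 0.1 mM ADP. Activity scaled between uninhibited and enzyme-free controls.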
* marks the source's active call; other numbers are inactive results; ? = inconclusive; nt = not tested or not shown; & = joins results of further samples; [ ] = remark or other dose. Unless noted, the call rests on the fitted dose curve; in most records, active means well fitted curve in the direction sought with a large enough effect; inconclusive means small, poorly fitted or top-dose-only effect, or another doubt; inactive means no such curve, though single readings can be large; an effect the other way counts as inactive or inconclusive.

Molecule | LmPK inh | Pf growth 96h | Cycloheximide cs | Pf growth 48h | Shiga inhibitor | TbPYK inhibitor | HCV inh
CC(=O)Nc1ccccc1C(=O)C(=O)Nc1ccc(F)c(Cl)c1 | 0% | ? | 20* | 3% | 45 | 4% | -14%
O=C(c1cc(-c2ccc(Cl)cc2)on1)N1CCOCC1 | -11% | 2% | 29* | 153%[activator] | 111* | 1% | 3%
CCC(CC)NC(=O)c1cccc([N+](=O)[O-])c1C | 0% | 1.3µM* | 1 | 8% | -9 | 0% | 0%
COc1ccc2c(c1)[nH]c1c(=O)n(CCCn3ccnc3)cnc12 | -6% | nt | 3 | 17% | -15 | 6% | 0%
CC(=O)c1cc(Cl)ccc1OCC(=O)Nc1cccc(S(=O)(=O)N2CCCC2)c1 | nt | 3.7µM* | nt | ? | nt | -13% | -30%
CNC(=O)C(=O)Nc1ccc(C)cc1C | 0% | -29% | 6 | 31%[activator] | 14 | -2% | 19%
Cc1ccc(S(=O)(=O)CCN2CCC(O)(c3ccccc3)CC2)cc1 | -1% | 174%[activator] | -1 | -3% | -9 | -5% | 9%
COc1ccccc1NC(=O)C1=C(C)Nc2nc(SCc3cccc(F)c3)nn2C1c1ccc(C(=O)O)cc1 (stereo unspecified) | nt | 16% | nt | -6% | nt | 1% | nt
COc1ccc(-c2cc(C(=O)Nc3ccc(OC)cc3OC)no2)cc1 | 3% | 38%[activator] | -1 | 8% | -10 | 1% | 18%
NC(=O)C[C@@H]1N[C@]2(C(=O)Nc3ccccc32)[C@@H]2C(=O)N(c3cc(C(F)(F)F)ccc3Cl)C(=O)[C@H]12 | 0% | -27% | 2 | -5% | 2 | -3% | 15%
Cc1ccc(-n2c(SCC(N)=O)nnc2-c2ccco2)cc1 | -1% | -15% | -2 | -8% | 15 | 1% | 5%
Cc1ccsc1-c1nc(CSCC(=O)N2CCN(c3ccccc3)CC2)c(C)o1 | 5% | ? | 8 | nt | 49 | -3% | ?
Cc1cccc(OCCC(=O)Nc2c(C)n(C)n(-c3ccccc3)c2=O)c1 | -3% | ? | -1 | 4% | -3 | -1% | 18%
Cc1ccc(-n2c(SCC(=O)Nc3ccc4c(c3)OCO4)nnc2-c2cccs2)cc1 | ? | nt | 1 | ? | -3 | ? | ?
Cc1ccc(OCCn2cc(/C=C/C(=O)O)c3ccccc32)cc1 | 1% | ? | -2 | -2% | -4 | -7% | 18%
COc1ccc(NC(=O)c2ccco2)cc1NC(=O)c1cccc(OC(C)C)c1 | -3% | -6% | -1 | ? | 13 | 1% | ?
O=C(NC1CCCCCCC1)c1ccc(CNc2c(N3CCOCC3)c(=O)c2=O)cc1 | 1% | ? | -1 | ? | -12 | -7% | -29%
Fc1ccc(-[n+]2nc(Nc3ccccc3)sc2-c2ccc(OCc3ccccc3)cc2)cc1 | 9% | ? | 0 | -97% | -1 | -25% | -19%
O=C(CN1CCN(S(=O)(=O)c2ccccc2)CC1)NC1CC1 | -4% | 66%[activator] | -2 | 1% | -5 | -14% | 7%
COc1ccc(-c2cc(C(=O)NC3=NCCS3)c3ccccc3n2)cc1OC | -2% | ? | 27* | -9% | 46 | 4% | -26%
N/C(=N\OC(=O)c1ccccc1Br)c1ccc([N+](=O)[O-])cc1 | -3% | 252%[activator] | 10* | 203%[activator] | 19* | 1% | 15%
CCCCCOC(=O)C1[C@H]2C(=O)N(c3ccccc3CC)C[C@]23C=C[C@H]1O3 (stereo partly specified) | 2% | ? | -2 | ? | -16 | -14% | 12%
O=C1c2cccc([N+](=O)[O-])c2C(=O)N1CCO | 0% | ? | 3 | 13% | -17 | 12% | 16%
CCc1cccc(CC)c1NC(=O)COC(=O)c1cccc(-c2ccc(OC(C)=O)cc2)c1 | 3% | ? | -4 | -29% | -5 | -11% | 3%
COc1ccccc1NC(=O)Nc1nc(CC(=O)NCc2ccccn2)cs1 | nt | 12% | nt | -2% | nt | 10% | ?
CCOc1ccc(C(=O)CCC(=O)N2CCC(C(=O)OC)CC2)cc1 | -6% | -13% | -4 | ? | -4 | 6% | 4%
O=C(Cc1ccccc1)Nc1ccccc1C(=O)O | 0% | -12% | 35* | nt | 76* | -9% | 12%
Cc1nc(NC(=O)c2ccccc2)sc1C1(C)CC(c2c(Cl)cccc2Cl)=NO1 (stereo unspecified) | 4% | ? | 2 | 13µM* | 4 | 4% | -4%[8.37 µM]
COc1ccccc1NC(=O)CN(c1ccc([N+](=O)[O-])cc1)S(=O)(=O)c1ccccc1 | 2% | 23% | 1 | -28% | -11 | 2% | 1%
COc1ccc(NC(=O)c2ccc(CNc3c(NC4CCCCC4)c(=O)c3=O)cc2)c(OC)c1 | -4% | 0% | -2 | nt | -17 | 6%&2% | ?
Cc1ccc(SCC(=O)OCC(=O)NCc2cccs2)cc1 | nt | 31%[activator] | nt | -7% | nt | -2% | 20%
CC1SCC(=O)N(CC(=O)NCc2ccccc2)C1=O (stereo unspecified) | -17% | 56%[activator] | 11 | 34%[activator] | 14 | -8% | 9%
COc1ccc(S(=O)(=O)N2CCC(C(=O)N3CCCCC3)CC2)cc1OC | -2% | -5% | 2 | 31%[activator] | -18 | -3% | -5%
COc1ccc(C(=O)n2nc(C)c(Br)c2C)cc1 | 0% | 0.47µM* | 9 | ? | 32 | -3% | 2%
COc1cccc(-c2nc(CSCC(=O)NCC3CCCO3)c(C)o2)c1 (stereo unspecified) | -2% | -5% | -4 | 9% | -7 | 2% | -10%
Cc1ccc(C(=O)CCc2ccc(N)cc2)cc1 | 2% | 56%[activator] | 31* | 61%[activator] | 96* | 4% | ?
O=c1c2ccccc2cnn1-c1ccc(Cl)nn1 | -5% | 42%[activator] | 18* | 100%[activator] | 42* | 5% | 2%
Clc1ccc(Cl)c(Oc2ccc(Oc3nc(Cl)ccc3Cl)cc2)n1 | 0% | -16% | -10 | nt | -8 | -1% | 3%
N#CCCN(CCC#N)C(=O)C1c2ccccc2Oc2ccccc21 | 0% | 19% | 0 | 4% | nt | -1% | 10%
O=c1[nH]cnc2c1c(-c1ccccc1)cn2-c1cccc(Cl)c1 | 2% | ? | 10 | -23% | -4 | 2% | 9%

An excerpt from above with just LmPK inh, HCV inh and Pf growth 96h.
mol	LmPK inh	HCV inh	Pf growth 96h
COc1ccc(C(=O)n2nc(C)c(Br)c2C)cc1	0%	2%	0.47µM*
COc1cccc(-c2nc(CSCC(=O)NCC3CCCO3)c(C)o2)c1 (stereo unspecified)	-2%	-10%	-5%

Other compounds.
Molecule | LmPK inh | Pf growth 96h | Cycloheximide cs | Pf growth 48h | Shiga inhibitor | TbPYK inhibitor | HCV inh
Cc1ccc(C(=O)Nc2ccccc2-c2ccccc2)cc1[N+](=O)[O-] | 0% | 23% | -4 | 7% | -17 | -2% | ?
CS(=O)(=O)Nc1cccc(C(=O)OCCCOc2ccc(F)cc2)c1 | 8% | -22% | -2 | -7% | -3 | 3% | -29%
COc1ccc(OC)c(/C=N/NC(=O)c2cc3c(OC)c(OC)ccc3[nH]2)c1 | 1% | -7% | 7 | 5% | 25 | 2% | ?
CCOC(=O)[C@H]1[C@H]2COc3ccc(OC)cc3[C@@H]2N2C(=O)c3cc(OC)c(OC)cc3NC(=O)[C@@]12C | nt | ? | nt | 12µM* | nt | -26% | 6%
CSCCC(NS(=O)(=O)c1ccccc1)C(=O)OC(C)C(=O)Nc1ccc(Cl)cn1 (stereo unspecified) | nt | -21% | nt | 8% | nt | -21% | 2%
CCOC(=O)c1cccc(NC(=O)Cn2nc(C)n3cccc3c2=O)c1 | -2% | ? | 19 | -7% | -2 | -1% | 10%
O=C(O)c1ccc(N2C(=O)c3cccc(Oc4ccc(Cl)cc4)c3C2=O)cc1 | 2% | 0% | -1 | -3% | 1 | 3% | -5%
Cc1ccccc1NC(=O)NCCc1ccc(Cl)cc1 | -1% | 28% | 7 | ? | 22 | 6% | -6%
CCOC(=O)NCc1cc(-c2nn(C)c(=O)c3ccccc23)ccc1C | 1% | nt | 1 | 1% | -43 | -9% | ?
CN(C)C(=O)CSc1n[nH]c(=O)n1CCc1ccccc1 | 6% | 19% | -2 | 9% | -4 | 9% | ?
Cc1nn(-c2cccc(Cl)c2)c2c1C(c1ccncc1)C(C#N)=C(N)O2 (stereo unspecified) | -2% | -5% | -4 | ? | -14 | -6% | 2%
Cc1ccn2cc(CCNS(=O)(=O)c3ccc([N+](=O)[O-])cc3)nc2c1 | -8% | 3% | -1 | -18% | -13 | 11% | -17%
CCOC(=O)C1CCCN(C(=O)c2ccc([N+](=O)[O-])cc2)C1 (stereo unspecified) | 3% | -1% | 6 | 2% | 9 | 1% | 17%
O=C(CSc1nc2ccc(Cl)cc2[nH]1)c1cccs1 | 2% | 0% | 58* | 41%[activator] | 122* | -18% | -21%
CCCC(=O)Nc1ccccc1NC(=O)CN(C)S(=O)(=O)c1ccc(C)cc1 | -2% | nt | -2 | ? | -22 | 1% | -28%
CC(=O)OCCn1c(C)[n+](CCOC(C)=O)c2cc(Cl)c(Cl)cc21 | -13% | ? | -4 | ? | -3 | -11% | 11%

Compounds above that have a cyano group, in the order listed:
Molecule | LmPK inh | Pf growth 96h | Cycloheximide cs | Pf growth 48h | Shiga inhibitor | TbPYK inhibitor | HCV inh
N#CCCN(CCC#N)C(=O)C1c2ccccc2Oc2ccccc21 | 0% | 19% | 0 | 4% | nt | -1% | 10%
Cc1nn(-c2cccc(Cl)c2)c2c1C(c1ccncc1)C(C#N)=C(N)O2 (stereo unspecified) | -2% | -5% | -4 | ? | -14 | -6% | 2%

Going on with the list:
Molecule | LmPK inh | Pf growth 96h | Cycloheximide cs | Pf growth 48h | Shiga inhibitor | TbPYK inhibitor | HCV inh
CCCN(CCC)C(=O)CC(c1ccc(F)cc1)c1ccco1 (stereo unspecified) | 5% | -15% | -4 | nt | -12 | -6% | -20%
Cc1ccc(S(=O)(=O)NC(=O)Nc2ccc(F)cc2)cc1 | 2% | ? | 7 | -7% | -3 | -7% | 9%
CN(C)/C=C/C(=O)Oc1ccc(Cl)cc1Cl | 0% | 11% | 9 | 10% | 39 | 0% | 8%
CCC(C)(C)c1ccc(OCC(=O)Nc2ccncc2)cc1 | -6% | ? | 9 | -7% | -2 | -3% | 15%
O=c1c2ccccc2nc(-c2ccccc2Cl)n1-c1cccc(O)c1 | -3% | ? | -5 | ? | 18 | 9% | 4%
O=C(c1ccc(Cl)cc1)c1oc2ccccc2c1CS(=O)c1ccccc1 (stereo unspecified) | 10% | ? | -1 | ? | -21 | -11% | -18%
CCN(CC)CCCn1c(C)cc2c(c1=O)C(c1cccc(Cl)c1)C(C#N)=C(N)O2 (stereo unspecified) | 1% | 63%[activator] | -3 | ? | 1 | 0% | -6%
CC1=NOC(=O)/C1=C\c1ccc(-c2ccc(Cl)cc2Cl)o1 | -2% | 131%[activator] | 3 | 35%[activator] | -9 | -3% | -17%
CC(NC(=O)C12CC3CC(CC(O)(C3)C1)C2)c1ccc(Cl)cc1Cl (stereo unspecified) | 0% | -6% | -5 | -6% | -2 | 5% | -7%
CNc1ncc(Cc2ccccc2)s1 | 0% | 20% | -3 | 15% | 11 | 2% | 5%

Compound activity: PubChem, National Center for Advancing Translational Sciences (NCATS)
